Screens from PubChem BioAssay.
FH mod – Identification of activators of human fumarate hydratase by quantitative high-throughput screening; FH coupled MDH/diaphorase resazurin fluorescence, 15 min; Potency, µM (doses to about 79.9 µM), without a hit: at the highest dose activity change, negative = inhibition, most hits filed as inhibitors; 54,000 tested, 0.22% active; AID 1347055, 2019; note: potency is the fitted concentration of half-maximal effect; % is set by controls: 0 for no effect and ±100 for the full control effect; the screen sought activators but most active calls are inhibition curves; nearly all actives have a fitted effect of over 45% in size
Target sequence (P07954 whole entry, looked up): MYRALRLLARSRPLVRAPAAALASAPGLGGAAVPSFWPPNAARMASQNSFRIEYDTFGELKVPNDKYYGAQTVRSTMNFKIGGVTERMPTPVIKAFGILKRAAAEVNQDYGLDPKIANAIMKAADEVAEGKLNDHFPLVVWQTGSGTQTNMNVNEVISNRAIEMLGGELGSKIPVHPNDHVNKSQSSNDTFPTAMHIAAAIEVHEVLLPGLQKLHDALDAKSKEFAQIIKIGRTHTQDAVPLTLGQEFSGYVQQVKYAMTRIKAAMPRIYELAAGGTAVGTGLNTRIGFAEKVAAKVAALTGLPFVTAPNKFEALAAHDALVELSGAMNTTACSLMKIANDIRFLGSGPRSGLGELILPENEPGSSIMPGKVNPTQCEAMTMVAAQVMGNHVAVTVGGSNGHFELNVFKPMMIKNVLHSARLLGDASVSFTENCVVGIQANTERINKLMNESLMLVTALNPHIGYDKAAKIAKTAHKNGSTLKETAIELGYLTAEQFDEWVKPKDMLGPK
GALK inhibitor – inhibitors of human galactokinase (GALK); recombinant GALK, Kinase-Glo ATP luminescence, 1 h; 44,000 tested, under 10 active; P51570; Potency, µM (top dose mostly 57.5 µM), for inactives: top-dose activity, negative = inhibition, actives largely listed as inhibitors;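 note: plate controls were full GALK reaction for no effect and reaction lacking GALK for full effect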
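Reactions with and without enzyme served as controls. GALK at 5 nM phosphorylates 100 uM galactose using 35 uM ATP (HEPES pH 8.0, Mg2+) for 1 h at RT, with luminescence read 10 min after adding Kinase-Glo Plus.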
p53null 32C tox – selectivity test: cytotoxicity in p53 null cells, permissive temperature. H1299-neo p53 null cells, ATP luminescence, 24 h, 32C. Potency, µM (doses to about 46.1 µM), inactives show top-dose activity change, negative = cytotoxicity, actives largely listed as cytotoxic. 55,000 tested, 0.62% active;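 note: potency is the fitted concentration of half-maximal effect; 0% = DMSO only and -100% = full killing by 100 µM tamoxifen; nearly all actives have a fitted effect of over 55% in size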
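Cells lacking p53 (H1299-neo) are plated at 600 per well and allowed to settle overnight at 37C. Test compounds (up to 46 uM) are added and held 24 hours at 32C, then ATP is quantified by luminescence.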
NTMT1 inh – NTMT1 methyltransferase inhibition | Q9BV86 | NTMT1 MTase-Glo SAH luminescence, purified enzyme | Potency, µM (doses to about 114 µM), without a hit: at the highest dose activity change, negative = inhibition, hits mostly inhibitors | 59,000 tested, 2.5% active;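 note: potency is the fitted concentration of half-maximal effect; plate controls were DMSO vehicle for no effect and no enzyme for full effect; nearly all actives have a fitted effect of over 65% in size; many of its hits are not listed in these tables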
TSG101-PTAP inh – TSG101-PTAP interaction inhibition, HIV-1 budding | Potency, µM (doses to about 115 µM), for the others: top-dose activity change, negative = inhibition, most hits filed as inhibitors | Fluorescence polarization, FITC-PTAP peptide/Tsg101, 20 min | AID 1347069 | Q99816 | 44,000 tested, under 10 active; note: potency is the fitted concentration of half-maximal effect; 0% is about no effect
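Compounds pinned into 10 uM Tsg101 binding domain, then 50 nM FITC-PTAP peptide added in pH 7.5 HEPES buffer; FP read after 20 min, room temperature. Total S+P intensity flags fluorescent compounds; active cut-off <25 µM, efficacy <60%.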
p53null 39C tox – kills p53 null cells at the nonpermissive temperature. H1299 p53-null (neo) cells, 39C, ATPlite viability, 24 h. Potency, µM (top dose mostly 46.1 µM), for the others: at the highest dose activity, negative = cell killing, most hits filed as cytotoxic. 55,000 tested, 0.97% active. AID 904;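 note: potency is the fitted concentration of half-maximal effect; 0% = DMSO only and -100% = full killing by 100 µM tamoxifen; nearly all actives have a fitted effect of over 50% in size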
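Luminescent ATP signal reported cell survival after H1299 lines (neo, p53 null; or p53 A138V) received up to 46 uM compound and 24 hr incubation at 39C.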
B2AR arrestin ag – beta-arrestin recruitment by human beta2-adrenergic receptor ligands. 44,000 tested, under 10 active. P07550. HTLA Tango cells, beta-arrestin recruitment, luciferase luminescence, 18 h. Potency, µM (highest dose often 46.1 µM), for the others: top-dose activation, most hits filed as activators;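 note: potency is the fitted concentration of half-maximal effect; 0% = DMSO and full agonism = EC100 isoproterenol or metaproterenol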
Target sequence (P07550 whole entry, looked up): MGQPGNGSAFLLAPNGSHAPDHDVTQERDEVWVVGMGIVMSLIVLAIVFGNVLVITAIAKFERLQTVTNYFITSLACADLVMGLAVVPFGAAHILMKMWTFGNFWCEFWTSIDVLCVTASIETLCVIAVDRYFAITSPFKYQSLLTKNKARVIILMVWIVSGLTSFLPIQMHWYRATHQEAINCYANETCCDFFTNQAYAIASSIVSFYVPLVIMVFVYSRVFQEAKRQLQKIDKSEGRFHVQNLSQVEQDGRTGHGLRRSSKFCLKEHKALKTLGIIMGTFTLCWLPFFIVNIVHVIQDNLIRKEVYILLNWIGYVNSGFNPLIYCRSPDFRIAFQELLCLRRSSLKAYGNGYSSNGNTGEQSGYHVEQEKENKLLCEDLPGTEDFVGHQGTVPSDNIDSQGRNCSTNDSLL
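First, Tango cells carrying beta2-AR and beta-arrestin fusions received compound up to 46 microM. After 18 hr at 37 degrees C, luciferase substrate was added for 15 minutes, then luminescence gave %Activity for curve fitting.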
* = called active by the depositor; [ ] = another dose, or the depositor's remark. Calls come from the whole dose curve; as a rule, active = well fitted curve in the direction sought with a large enough effect; inconclusive = small, poorly fitted or top-dose-only effect, or another doubt; inactive = no such curve, though single readings can be large; an effect the other way counts as inactive or inconclusive.

Results for O=C(CCc1nc2cccnc2n1-c1ccccc1)Nc1ccc(Cl)c(Cl)c1 ?
FH mod: -5%; GALK inhibitor: -2%; p53null 32C tox: -7%; NTMT1 inh: 2%; TSG101-PTAP inh: -4%; p53null 39C tox: -17%; B2AR arrestin ag: 1%

How did CCOC(=O)c1noc2nc(C)n(CC(=O)Nc3cc(Cl)ccc3OC)c(=O)c12 do in these assays?
FH mod: -3%; GALK inhibitor: -2%; p53null 32C tox: -2%; NTMT1 inh: 10%; TSG101-PTAP inh: 2%; p53null 39C tox: 1%; B2AR arrestin ag: -1%

How did CCc1ccccc1NC(=O)C1COc2ccccc2C1 (configuration not stated) do in these assays?
FH mod: 13%; GALK inhibitor: -2%; p53null 32C tox: 18%; NTMT1 inh: -1%; TSG101-PTAP inh: -2%; p53null 39C tox: 5%; B2AR arrestin ag: -1%

How did Cc1ccc2c(c1)N(C(=O)N1CCC(C(=O)NCc3ccccc3F)CC1)CC(C)O2 (configuration not stated) do in these assays?
FH mod: -16%; GALK inhibitor: 3%; p53null 32C tox: 3%; NTMT1 inh: -9%; TSG101-PTAP inh: -1%; p53null 39C tox: -26%; B2AR arrestin ag: -1%

Results for Cc1cccc(N2CCN(C(=O)CN3C(=O)COc4ccc(S(=O)(=O)N5CCCC5)cc43)CC2)c1C ?
FH mod: -6%; GALK inhibitor: -1%; p53null 32C tox: 13%; NTMT1 inh: -4%; TSG101-PTAP inh: -1%; p53null 39C tox: 3%; B2AR arrestin ag: 1%

Results for COc1ccc(N2CCN(CCCNC(=O)c3ccc4nc(CCc5ccccc5)oc4c3)CC2)cc1 ?
FH mod: -22%; GALK inhibitor: 2%; p53null 32C tox: -18%; NTMT1 inh: -18%; TSG101-PTAP inh: 1%; p53null 39C tox: -20%; B2AR arrestin ag: -1%

How did COc1ccccc1N1CCN(S(=O)(=O)c2c(C)sc3ncn(CC(=O)Nc4ccc(C(F)(F)F)cc4)c(=O)c23)CC1 do in these assays?
FH mod: 2%; GALK inhibitor: 7%; p53null 32C tox: 6%; NTMT1 inh: 3%; TSG101-PTAP inh: 0%; p53null 39C tox: -14%; B2AR arrestin ag: 1%

What do the screens show for `Cc1cccc(-c2nc3c4ccccc4nc(N4CCN(c5ccc(F)cc5)CC4)n3n2)c1`?
FH mod: 7%; GALK inhibitor: -3%; p53null 32C tox: -8%; NTMT1 inh: 14%; TSG101-PTAP inh: -3%; p53null 39C tox: -17%; B2AR arrestin ag: 0%

Results for CCOc1ccc(OCC)c(Nc2nc3ccc(Cl)cc3n3cnnc23)c1 ?
FH mod: 4%; GALK inhibitor: -3%; p53null 32C tox: -6%; NTMT1 inh: -7%; TSG101-PTAP inh: 1%; p53null 39C tox: -6%; B2AR arrestin ag: -2%

How did O=C(NC1CC(=O)N(c2ccc(Cl)cc2)C1)c1ccc2c(c1)OCO2 (configuration not stated) do in these assays?
FH mod: -8%; GALK inhibitor: 1%; p53null 32C tox: -3%; NTMT1 inh: 2%; TSG101-PTAP inh: -10%; p53null 39C tox: 14%; B2AR arrestin ag: -4%

Structures listed so far with an aryl methoxy group (3):
How did CCOC(=O)c1noc2nc(C)n(CC(=O)Nc3cc(Cl)ccc3OC)c(=O)c12 do in these assays?
FH mod: -3%; GALK inhibitor: -2%; p53null 32C tox: -2%; NTMT1 inh: 10%; TSG101-PTAP inh: 2%; p53null 39C tox: 1%; B2AR arrestin ag: -1%

Results for COc1ccc(N2CCN(CCCNC(=O)c3ccc4nc(CCc5ccccc5)oc4c3)CC2)cc1 ?
FH mod: -22%; GALK inhibitor: 2%; p53null 32C tox: -18%; NTMT1 inh: -18%; TSG101-PTAP inh: 1%; p53null 39C tox: -20%; B2AR arrestin ag: -1%

How did COc1ccccc1N1CCN(S(=O)(=O)c2c(C)sc3ncn(CC(=O)Nc4ccc(C(F)(F)F)cc4)c(=O)c23)CC1 do in these assays?
FH mod: 2%; GALK inhibitor: 7%; p53null 32C tox: 6%; NTMT1 inh: 3%; TSG101-PTAP inh: 0%; p53null 39C tox: -14%; B2AR arrestin ag: 1%

Going on with the list:
What do the screens show for `Cc1ccc(CCNc2nc3c(S(=O)(=O)c4ccccc4)nnn3c3ccsc23)cc1`?
FH mod: -13%; GALK inhibitor: 0%; p53null 32C tox: -6%; NTMT1 inh: 23%; TSG101-PTAP inh: -3%; p53null 39C tox: -13%; B2AR arrestin ag: 1%

Results for COc1cccc(OCc2nc3ccccc3n2CCOc2ccccc2C)c1 ?
FH mod: -29%; GALK inhibitor: -14%; p53null 32C tox: 63%[activator]; NTMT1 inh: 1%; TSG101-PTAP inh: 1%; p53null 39C tox: 78%[activator]; B2AR arrestin ag: 1%

Results for CCOC(=O)c1cnc2c(ccc3ccccc32)c1Nc1ccccc1O ?
FH mod: -3%; GALK inhibitor: -10%; p53null 32C tox: -7%; NTMT1 inh: 0%; TSG101-PTAP inh: 0%; p53null 39C tox: inconclusive; B2AR arrestin ag: 1%

Results for Cc1ccc(CCNC(=O)CN2C(=O)COc3ccc(S(=O)(=O)N4CCCC4)cc32)cc1 ?
FH mod: -10%; GALK inhibitor: -3%; p53null 32C tox: 7%; NTMT1 inh: -3%; TSG101-PTAP inh: -6%; p53null 39C tox: 14%; B2AR arrestin ag: 0%

Results for O=C(CSc1nnc(-c2ccccc2)o1)N1CCCc2ccccc21 ?
FH mod: -1%; GALK inhibitor: 1%; p53null 32C tox: -6%; NTMT1 inh: -13%; TSG101-PTAP inh: -2%; p53null 39C tox: -11%; B2AR arrestin ag: 0%

Results for Cc1cc(C)c2c(n1)nn1c(C)c(CCC(=O)Nc3cccc(C)c3C)c(C)nc21 ?
FH mod: -21%; GALK inhibitor: 6%; p53null 32C tox: -3%; NTMT1 inh: inconclusive; TSG101-PTAP inh: 0%; p53null 39C tox: inconclusive; B2AR arrestin ag: -3%

What do the screens show for `Cc1ccc(NC(=O)Cn2c(=O)n(CC3CCCO3)c(=O)c3ccccc32)cc1` (configuration not stated)?
FH mod: -2%; GALK inhibitor: -3%; p53null 32C tox: 2%; NTMT1 inh: 3%; TSG101-PTAP inh: -3%; p53null 39C tox: 6%; B2AR arrestin ag: -2%

Results for N#Cc1ccccc1NC(=O)Cn1cnc2onc(-c3cccc(F)c3)c2c1=O ?
FH mod: -22%; GALK inhibitor: -2%; p53null 32C tox: -3%; NTMT1 inh: -1%; TSG101-PTAP inh: -1%; p53null 39C tox: 3%; B2AR arrestin ag: 0%

Results for COCCn1ccc2c(OCC(=O)Nc3cccc(OC)c3)cccc2c1=O ?
FH mod: -7%; GALK inhibitor: -2%; p53null 32C tox: 0%; NTMT1 inh: -1%; TSG101-PTAP inh: 0%; p53null 39C tox: -13%; B2AR arrestin ag: -3%

How did Cc1cccc(N2CCN(C(=O)c3cn(CC(C)C)c(=O)c4c3c3ccccc3n4C)CC2)c1C do in these assays?
FH mod: inconclusive; GALK inhibitor: 3%; p53null 32C tox: 4%; NTMT1 inh: 7%; TSG101-PTAP inh: -3%; p53null 39C tox: -17%; B2AR arrestin ag: -2%

Results for COc1ccc(-c2nc3ccccc3s2)cc1NC(=O)COc1cccc(C)c1 ?
FH mod: 10%; GALK inhibitor: 0%; p53null 32C tox: -18%; NTMT1 inh: -5%; TSG101-PTAP inh: 2%; p53null 39C tox: inconclusive; B2AR arrestin ag: 1%

What do the screens show for `COc1cc2c(cc1NC(=O)C(C)Oc1ccccc1)oc1ccccc12` (configuration not stated)?
FH mod: -24%; GALK inhibitor: 2%; p53null 32C tox: 1%; NTMT1 inh: 2%; TSG101-PTAP inh: 1%; p53null 39C tox: 0%; B2AR arrestin ag: 1%

What do the screens show for `O=c1c2sc3ccccc3c2n(Cc2cccc(C(F)(F)F)c2)c(=O)n1-c1ccccc1`?
FH mod: inconclusive; GALK inhibitor: 2%; p53null 32C tox: 12%; NTMT1 inh: 10%; TSG101-PTAP inh: -3%; p53null 39C tox: 11%; B2AR arrestin ag: 1%

What do the screens show for `Cc1cccc2nc(-c3ccc(N(C)C)cc3)c(Nc3ccc4c(c3)OCO4)n12`?
FH mod: 5%; GALK inhibitor: 5%; p53null 32C tox: 9%; NTMT1 inh: inconclusive; TSG101-PTAP inh: 0%; p53null 39C tox: -17%; B2AR arrestin ag: 1%

Results for Cc1nn2c(C)c(C(=O)N3CCN(c4ccccc4F)CC3)cnc2c1-c1ccc(F)cc1 ?
FH mod: -17%; GALK inhibitor: 2%; p53null 32C tox: 6%; NTMT1 inh: 0%; TSG101-PTAP inh: -5%; p53null 39C tox: 7%; B2AR arrestin ag: 1%

What do the screens show for `CCc1ccc(C(=O)c2cn(CC(=O)Nc3cc(OC)ccc3OC)c3nc(C)ccc3c2=O)cc1`?
FH mod: -10%; GALK inhibitor: 1%; p53null 32C tox: 1%; NTMT1 inh: 7%; TSG101-PTAP inh: 20%; p53null 39C tox: -4%; B2AR arrestin ag: 1%

How did COc1ccc(S(=O)(=O)NCC(c2cccs2)S(=O)(=O)c2ccc(C)cc2)cc1F (configuration not stated) do in these assays?
FH mod: inconclusive; GALK inhibitor: -5%; p53null 32C tox: 5%; NTMT1 inh: inconclusive; TSG101-PTAP inh: -3%; p53null 39C tox: 2%; B2AR arrestin ag: -3%

What do the screens show for `Cc1ccc(S(=O)(=O)c2nc(S(C)(=O)=O)sc2N(C)Cc2ccccc2)cc1`?
FH mod: -31%; GALK inhibitor: 4%; p53null 32C tox: 9%; NTMT1 inh: 3%; TSG101-PTAP inh: -1%; p53null 39C tox: -16%; B2AR arrestin ag: -3%

What do the screens show for `CCOC(=O)c1ccc(NC(=O)CCCn2c(=O)c3cccn3c3ccccc32)cc1`?
FH mod: 2%; GALK inhibitor: 0%; p53null 32C tox: -2%; NTMT1 inh: -1%; TSG101-PTAP inh: -5%; p53null 39C tox: -6%; B2AR arrestin ag: 0%

What do the screens show for `COC(=O)c1cc(NC(=O)CCc2c(C)nc3c4c(C)cc(C)nc4nn3c2C)cc(C(=O)OC)c1`?
FH mod: 30%; GALK inhibitor: -9%; p53null 32C tox: 2%; NTMT1 inh: 3%; TSG101-PTAP inh: -1%; p53null 39C tox: -3%; B2AR arrestin ag: -1%

What do the screens show for `COCCCNC(=O)C(=O)Nc1c2c(nn1-c1cccc(Cl)c1)CSC2`?
FH mod: inconclusive; GALK inhibitor: -6%; p53null 32C tox: -8%; NTMT1 inh: 15%; TSG101-PTAP inh: -3%; p53null 39C tox: -11%; B2AR arrestin ag: -4%

Results for Nc1c(-c2nc(-c3ccc4c(c3)OCO4)cs2)c2ccccn2c1C(=O)c1ccc(Cl)cc1 ?
FH mod: 15%; GALK inhibitor: -6%; p53null 32C tox: 1%; NTMT1 inh: 4%; TSG101-PTAP inh: -4%; p53null 39C tox: -10%; B2AR arrestin ag: -2%

Only part of the results is shown, so the mix of outcomes need not match the whole.
